Compound activity from PubChem.
TMEM16A act: mouse TMEM16A channel activation, primary screen; Q8BHY3; HEK293 TMEM16A/YFP-H148Q/I152L, iodide quench fluorescence; active compounds read low; B-score at 10 µM; 340,000 tested, 0.3% active; AID 623877;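 active means fluorescence-ratio B-score plate-corrected deviation score at least 3 library SD below zero, with starting fluorescence score within 5 deviations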;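 further: channel opened by trigger with iodide after compound preincubation; score built on the fluorescence ratio of max minus min over baseline; more negative score means more quench and so TMEM16A activation or potentiation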
TRPC6 inhibitor: blocks the mouse TRPC6 cation channel | Q61143 | HEK293-TRPC6, membrane potential dye, ACh-evoked depolarization; active compounds read low | B-score at 10 µM | 310,000 tested, 1.1% active | AID 2553;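 active means B-score under library mean minus 3 SD, initial fluorescence not abnormally high, positive integrated signal ratio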;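 further: B-score derived from integrated fluorescence ratio over the kinetic read; more negative B-score means stronger inhibition of depolarization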
RGS4 inh: inhibitors of human RGS4 | HEK293 M3R/RGS4 inducible, Fluo-4 calcium flux; active compounds read high; triggered by carbachol at its EC20 | P49798 | 310,000 tested, 0.45% active | B-score at 10 µM;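 active means B-score, a plate-corrected calcium signal, over three deviations above library mean, with baseline fluorescence within five deviations of library mean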;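 further: RGS4 expression induced by doxycycline in cells with stable M3 receptor; B-score is computed from the integrated fluorescence ratio over baseline after carbachol; higher B-score means a larger calcium signal and so more RGS4 inhibition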
Target sequence (P49798 whole entry, looked up): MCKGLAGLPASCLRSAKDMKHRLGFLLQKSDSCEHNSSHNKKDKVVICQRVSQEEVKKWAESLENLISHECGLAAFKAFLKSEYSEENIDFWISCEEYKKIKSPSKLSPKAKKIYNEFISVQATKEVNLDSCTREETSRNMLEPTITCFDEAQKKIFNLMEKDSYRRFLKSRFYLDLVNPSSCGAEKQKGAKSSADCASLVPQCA
TMEM16A inh: inhibitors of mouse TMEM16A calcium-activated chloride channel; Q8BHY3; HEK293 TMEM16A/YFP iodide influx fluorescence, ionomycin; normalized B-score (activity score, 25-100; higher = stronger inhibition) at 10 µM; AID 588511; 310,000 tested, 1.2% active;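 active means ratio plate-corrected score three or more library SD toward inhibition, starting fluorescence score within five deviations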;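 further: score derived from kinetic fluorescence span divided by baseline fluorescence per well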
HDAC3 inhib: blocks human histone deacetylase 3; inhibition, % at 8.3 µM; 320,000 tested, 0.15% active; AID 2718; O15379; recombinant HDAC3, fluorogenic peptide/trypsin coupled, fluorescence; in the data active means inhibition above about 26%, passing the limit was not always enough
Target sequence (O15379 whole entry, looked up): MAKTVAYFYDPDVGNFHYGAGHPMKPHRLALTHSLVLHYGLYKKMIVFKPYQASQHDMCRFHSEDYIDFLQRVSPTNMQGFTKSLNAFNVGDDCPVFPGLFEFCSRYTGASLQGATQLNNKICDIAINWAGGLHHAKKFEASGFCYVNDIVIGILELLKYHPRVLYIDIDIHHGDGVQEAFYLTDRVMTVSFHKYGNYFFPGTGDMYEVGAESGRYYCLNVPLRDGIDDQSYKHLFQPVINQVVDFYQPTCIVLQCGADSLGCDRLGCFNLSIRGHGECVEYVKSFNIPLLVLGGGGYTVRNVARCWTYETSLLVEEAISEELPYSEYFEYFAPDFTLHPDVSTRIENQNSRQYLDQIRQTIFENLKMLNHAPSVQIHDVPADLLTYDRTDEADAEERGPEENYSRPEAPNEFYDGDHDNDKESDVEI
RGS4 pot: potentiators or activators of RGS4; HEK293 M3R/inducible RGS4, carbachol calcium flux Fluo4; active compounds read low; B-score at 10 µM; 310,000 tested, 0.92% active;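 active means B-score of the integrated calcium signal more than 4 SD below the library mean, with starting fluorescence not abnormally high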;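 further: negative B-score means reduced calcium response which marks RGS4 activation or potentiation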
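Reagent: ECmax carbachol challenge; Test system: M3R-expressing HEK293 line, RGS4 induced by doxycycline; Schedule: overnight RGS4 induction, 30 min dye load 37 °C, 20 min compound RT; Detection: calcium dye Fluo4 fluorescence; Read-out: Agonist-evoked peak-minus-minimum fluorescence over baseline, integrated ratio, B score.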
MrgX1 allo act: allosterically activates human MrgX1 receptor signaling; AID 588675; 310,000 tested, 0.63% active; MrgX1-HEK293, Fluo-4 calcium flux, FDSS; active compounds read high; B-score at 10 µM; Q96LB2;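 active means plate-corrected calcium response at least 3 library SD above typical, normal starting fluorescence, not activating the receptor alone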;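 further: compound read alongside a low EC10 to EC30 dose of BAM8-22 agonist; peak minus trough fluorescence over baseline measured at the second addition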
Target sequence (Q96LB2 whole entry, looked up): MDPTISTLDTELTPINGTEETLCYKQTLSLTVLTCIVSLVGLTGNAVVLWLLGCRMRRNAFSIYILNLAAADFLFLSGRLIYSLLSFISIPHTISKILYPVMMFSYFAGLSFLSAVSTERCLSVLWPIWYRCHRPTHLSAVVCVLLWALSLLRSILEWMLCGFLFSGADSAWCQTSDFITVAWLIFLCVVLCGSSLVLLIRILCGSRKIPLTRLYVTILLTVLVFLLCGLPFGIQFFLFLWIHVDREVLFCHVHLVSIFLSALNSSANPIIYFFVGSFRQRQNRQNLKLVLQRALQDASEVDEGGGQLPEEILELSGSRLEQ
SKKanGAS inh: blocks kanamycin growth of S. pyogenes SKKanGAS strain | AID 1662 | 300,000 tested, 1.3% active | BacTiter-Glo, 6 h | inhibition, % at 7.5 µM;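 active means mean replicate score, as percent of positive control median, at least 50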;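 further: strain carries kanamycin resistance gene driven by streptokinase promoter and grows in 40 µg/ml kanamycin; loss of luminescence reflects streptokinase promoter inhibition or plain growth inhibition; 0% = median of DMSO wells and 100% = positive control at its reference dose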
TRPC6 act: mouse TRPC6 channel activation; Q61143; HEK293-TRPC6 membrane potential dye fluorescence; active compounds read high; B-score at 10 µM; 310,000 tested, 0.13% active; AID 2550;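 active means B-score of the integrated fluorescence ratio above library mean plus 3 SD, and starting fluorescence ratio within library mean plus 5 SD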;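 further: higher score means more depolarization so channel activation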
MrgX1 antagonist: human MrgX1 receptor antagonism, primary screen | Q96LB2 | MRGX1-HEK293 calcium flux, Fluo-4, BAM8-22 antagonism; active compounds read low | B-score at 10 µM | 310,000 tested, 1.3% active | AID 588676;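 active means calcium-response B-score plate-corrected more than 3 library SD below zero, starting fluorescence within 5 deviations, no agonist response on first addition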;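 further: peak minus trough fluorescence over baseline after final BAM8-22 challenge near maximal dose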
MrgX1 agonist: activates human MrgX1 receptor signaling | Q96LB2 | MrgX1-HEK293 cells, Fluo-4 calcium fluorescence, agonist mode; active compounds read high | B-score at 10 µM | 310,000 tested, 0.44% active | AID 588627;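 active means calcium response B-score plate-corrected fluorescence ratio at least 3 library SD, with starting fluorescence B-score inside 5 SD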
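Material: MrgX1-expressing HEK293 cells; input: 15,000 cells per well; doses: test compound given as first of three sequential additions; schedule: overnight plating before 1 h dye loading; technique: Fluo-4 NW calcium-flux fluorescence, kinetic read; evaluation: baseline-normalised fluorescence change ratio, B-scored; control set: plate-wise positive and negative controls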
* = called active by the depositor.

`COc1ccc(C(OCC(O)CNCCc2ccccc2)c2ccc(OC)cc2)cc1` (stereo unspecified) gave TMEM16A act inactive, TRPC6 inhibitor inactive, RGS4 inh inactive, TMEM16A inh inactive, HDAC3 inhib 2, RGS4 pot inactive, MrgX1 allo act inactive, SKKanGAS inh -9, TRPC6 act inactive, MrgX1 antagonist inactive and MrgX1 agonist inactive.
`Cc1ccnc(NC(=O)COC(=O)C2COc3ccccc3O2)n1` (stereo unspecified) gave TMEM16A act inactive, TRPC6 inhibitor inactive, RGS4 inh inactive, TMEM16A inh inactive, HDAC3 inhib 5, RGS4 pot inactive, MrgX1 allo act inactive, TRPC6 act inactive, MrgX1 antagonist inactive and MrgX1 agonist inactive.
`O=C(CN1CCOCC1)Nc1ccccc1` gave TMEM16A act inactive, TRPC6 inhibitor inactive, RGS4 inh inactive, TMEM16A inh inactive, HDAC3 inhib -4, RGS4 pot inactive, MrgX1 allo act inactive, SKKanGAS inh -6, TRPC6 act inactive, MrgX1 antagonist inactive and MrgX1 agonist inactive.
Screening COc1cccc(C(=O)Nc2c(C)nn(-c3ccccc3)c2C)c1 returned TMEM16A act inactive, TRPC6 inhibitor inactive, RGS4 inh inactive, TMEM16A inh inactive, HDAC3 inhib 3, RGS4 pot inactive, MrgX1 allo act inactive, SKKanGAS inh -8, TRPC6 act inactive, MrgX1 antagonist inactive and MrgX1 agonist inactive.
O=C(O)C1CCCCC1C(=O)Nc1cccc(C(=O)N2CCCCC2)c1 (stereo unspecified) was read as TMEM16A act inactive, TRPC6 inhibitor inactive, RGS4 inh inactive, TMEM16A inh inactive, HDAC3 inhib 0, RGS4 pot inactive, MrgX1 allo act inactive, SKKanGAS inh 2, TRPC6 act inactive, MrgX1 antagonist inactive and MrgX1 agonist inactive.
`Cc1ccc(-c2nc(CSCC(=O)N3CCN(c4ccccn4)CC3)c(C)o2)cc1` gave TMEM16A act inactive, TRPC6 inhibitor inactive, RGS4 inh inactive, TMEM16A inh 25*, HDAC3 inhib -1, RGS4 pot inactive, MrgX1 allo act inactive, SKKanGAS inh -5, TRPC6 act inactive, MrgX1 antagonist inactive and MrgX1 agonist inactive.
`COc1ccc(C(=O)NCCN2C(=O)S/C(=C\c3cccnc3)C2=O)cc1[N+](=O)[O-]` gave TMEM16A act inactive, TRPC6 inhibitor inactive, RGS4 inh inactive, TMEM16A inh inactive, HDAC3 inhib 2, RGS4 pot inactive, MrgX1 allo act inactive, SKKanGAS inh -1, TRPC6 act inactive, MrgX1 antagonist inactive and MrgX1 agonist inactive.
For CC12CCC(C(=O)NNc3ccc([N+](=O)[O-])cc3)(OC1=O)C2(C)C (stereo unspecified) the results were TMEM16A act inactive, TRPC6 inhibitor inactive, RGS4 inh inactive, TMEM16A inh inactive, HDAC3 inhib -1, RGS4 pot inactive, MrgX1 allo act inactive, SKKanGAS inh -3, TRPC6 act inactive, MrgX1 antagonist inactive and MrgX1 agonist inactive.
For CSc1cccc(NC(=S)N2CCC(N(C)C(C)C)CC2)c1 the results were TMEM16A act inactive, TRPC6 inhibitor inactive, RGS4 inh inactive, TMEM16A inh inactive, HDAC3 inhib -11, RGS4 pot inactive, MrgX1 allo act inactive, SKKanGAS inh -2, TRPC6 act inactive, MrgX1 antagonist inactive and MrgX1 agonist inactive.
Screening Cc1sc(NC(=O)c2ccco2)c(C(c2cccnc2)N2CCN(C)CC2)c1C (stereo unspecified) returned TMEM16A act inactive, TRPC6 inhibitor inactive, RGS4 inh inactive, TMEM16A inh inactive, HDAC3 inhib 5, RGS4 pot inactive, MrgX1 allo act inactive, SKKanGAS inh 2, TRPC6 act inactive, MrgX1 antagonist inactive and MrgX1 agonist inactive.
For Cc1oc2ccc(OCc3ccccc3Cl)cc2c1C(=O)O the results were TMEM16A act inactive, TRPC6 inhibitor inactive, RGS4 inh inactive, TMEM16A inh inactive, HDAC3 inhib -1, RGS4 pot inactive, MrgX1 allo act inactive, SKKanGAS inh 4, TRPC6 act inactive, MrgX1 antagonist inactive and MrgX1 agonist inactive.
Screening C=C1N(c2ccccc2)C(=O)OC1(C)C returned TMEM16A act inactive, TRPC6 inhibitor inactive, RGS4 inh inactive, TMEM16A inh inactive, HDAC3 inhib -2, RGS4 pot inactive, MrgX1 allo act inactive, SKKanGAS inh -2, TRPC6 act inactive, MrgX1 antagonist inactive and MrgX1 agonist inactive.
For COc1ccccc1CNC(=O)CCS(=O)(=O)c1ccc2c(c1)CCCN2C(C)=O the results were TMEM16A act inactive, TRPC6 inhibitor inactive, RGS4 inh inactive, TMEM16A inh inactive, HDAC3 inhib 7, RGS4 pot inactive, MrgX1 allo act inactive, SKKanGAS inh 3, TRPC6 act inactive, MrgX1 antagonist inactive and MrgX1 agonist inactive.
`CON/C=C(\C=Nc1ccc(C(F)(F)F)cc1)c1ncc(C(F)(F)F)cc1Cl` gave TMEM16A act inactive, TRPC6 inhibitor inactive, RGS4 inh inactive, TMEM16A inh inactive, HDAC3 inhib -10, RGS4 pot inactive, MrgX1 allo act inactive, SKKanGAS inh 22, TRPC6 act inactive, MrgX1 antagonist inactive and MrgX1 agonist inactive.
COC(=O)c1ccc(NC(=O)CCN2C(=O)CSC2=O)cc1 was read as TMEM16A act inactive, TRPC6 inhibitor inactive, RGS4 inh inactive, TMEM16A inh inactive, HDAC3 inhib -11, RGS4 pot inactive, MrgX1 allo act inactive, SKKanGAS inh -13, TRPC6 act inactive, MrgX1 antagonist inactive and MrgX1 agonist inactive.
CC1CCN(C(=O)c2ccc(N(C)S(C)(=O)=O)cc2)CC1 was read as TMEM16A act inactive, TRPC6 inhibitor inactive, RGS4 inh inactive, TMEM16A inh inactive, HDAC3 inhib 2, RGS4 pot inactive, MrgX1 allo act inactive, SKKanGAS inh -4, TRPC6 act inactive, MrgX1 antagonist inactive and MrgX1 agonist inactive.
Screening COc1ccc(-c2nn(-c3ccccc3)cc2/C=C/C(=O)O)cc1[N+](=O)[O-] returned TMEM16A act inactive, TRPC6 inhibitor inactive, RGS4 inh inactive, TMEM16A inh inactive, HDAC3 inhib 9, RGS4 pot inactive, MrgX1 allo act 9.2*, SKKanGAS inh 4, TRPC6 act inactive, MrgX1 antagonist inactive and MrgX1 agonist inactive.
For CCCCn1c(N)c(N(CC(C)C)C(=O)c2cnccn2)c(=O)[nH]c1=O the results were TMEM16A act inactive, TRPC6 inhibitor inactive, RGS4 inh inactive, TMEM16A inh inactive, HDAC3 inhib -9, RGS4 pot inactive, MrgX1 allo act inactive, SKKanGAS inh -6, TRPC6 act inactive, MrgX1 antagonist inactive and MrgX1 agonist inactive.
Screening COc1ccc(C(=O)[C@H]2[C@H]3C(=O)N(c4ccc(C)cc4)C(=O)[C@H]3C3C=CC=NN32)cc1 (stereo partly specified) returned TMEM16A act inactive, TRPC6 inhibitor inactive, RGS4 inh inactive, TMEM16A inh inactive, HDAC3 inhib 6, RGS4 pot inactive, MrgX1 allo act inactive, SKKanGAS inh -1, TRPC6 act inactive, MrgX1 antagonist inactive and MrgX1 agonist inactive.
O=C(c1ccccc1)N1CCN(c2ccc([N+](=O)[O-])c(NCC3CCCO3)c2)CC1 (stereo unspecified) was read as TMEM16A act inactive, TRPC6 inhibitor inactive, RGS4 inh inactive, TMEM16A inh inactive, HDAC3 inhib 9, RGS4 pot inactive, MrgX1 allo act inactive, SKKanGAS inh -3, TRPC6 act inactive, MrgX1 antagonist inactive and MrgX1 agonist inactive.
`CCCN(CC(=O)Nc1ccccc1OC)C(=O)CCC(=O)c1ccc(F)cc1` gave TMEM16A act inactive, TRPC6 inhibitor inactive, RGS4 inh inactive, TMEM16A inh inactive, HDAC3 inhib 1, RGS4 pot inactive, MrgX1 allo act inactive, SKKanGAS inh -6, TRPC6 act inactive, MrgX1 antagonist inactive and MrgX1 agonist inactive.
Screening Cc1nc(-c2ccccc2)sc1-c1nc(-c2cccnc2)ncc1S(=O)(=O)c1ccccc1 returned TMEM16A act inactive, TRPC6 inhibitor inactive, RGS4 inh inactive, TMEM16A inh inactive, HDAC3 inhib 2, RGS4 pot inactive, MrgX1 allo act inactive, SKKanGAS inh 23, TRPC6 act inactive, MrgX1 antagonist inactive and MrgX1 agonist inactive.
`O=C1CC(c2ccccc2)C(=O)N1c1cccc(O)c1` (stereo unspecified) gave TMEM16A act inactive, TRPC6 inhibitor inactive, RGS4 inh inactive, TMEM16A inh inactive, HDAC3 inhib 2, RGS4 pot inactive, MrgX1 allo act inactive, SKKanGAS inh -4, TRPC6 act inactive, MrgX1 antagonist inactive and MrgX1 agonist inactive.
For CC(OC(=O)CN1C(=O)c2ccccc2C1=O)C(=O)NC1CCCCC1C (stereo unspecified) the results were TMEM16A act inactive, TRPC6 inhibitor inactive, RGS4 inh inactive, TMEM16A inh inactive, HDAC3 inhib 4, RGS4 pot inactive, MrgX1 allo act inactive, SKKanGAS inh 0, TRPC6 act inactive, MrgX1 antagonist inactive and MrgX1 agonist inactive.
For O=C(c1ccc2oc(CCCc3ccccc3)nc2c1)N1CCCC(CCCO)C1 (stereo unspecified) the results were TMEM16A act inactive, TRPC6 inhibitor inactive, RGS4 inh inactive, TMEM16A inh inactive, HDAC3 inhib 2, RGS4 pot inactive, MrgX1 allo act inactive, SKKanGAS inh -4, TRPC6 act inactive, MrgX1 antagonist inactive and MrgX1 agonist inactive.
`Cc1ccc(CSCC(N)C(=O)O)cc1` (stereo unspecified) gave TRPC6 inhibitor inactive, RGS4 inh inactive, TMEM16A inh inactive, HDAC3 inhib 3, RGS4 pot inactive, MrgX1 allo act inactive, SKKanGAS inh 1, TRPC6 act inactive, MrgX1 antagonist inactive and MrgX1 agonist inactive.
CCOc1ccc(C=O)cc1CN1CCCCC1 was read as TMEM16A act inactive, TRPC6 inhibitor inactive, RGS4 inh inactive, TMEM16A inh inactive, HDAC3 inhib 3, RGS4 pot inactive, MrgX1 allo act inactive, SKKanGAS inh 4, TRPC6 act inactive, MrgX1 antagonist -5.8* and MrgX1 agonist inactive.
For COc1ccc(N2CCN(C(=O)c3oc4c(c3C)C(=O)CCC4)CC2)cc1 the results were TMEM16A act inactive, TRPC6 inhibitor inactive, RGS4 inh inactive, TMEM16A inh inactive, HDAC3 inhib 7, RGS4 pot inactive, MrgX1 allo act inactive, SKKanGAS inh 4, TRPC6 act inactive, MrgX1 antagonist inactive and MrgX1 agonist inactive.
